aSyn yeast inh = inhibitors of alpha-synuclein toxicity in yeast; Yeast expressing alpha-synuclein, growth rescue, BacTiter-Glo, 24 h; AID 652106; Potency, µM (highest dose often 46.1 µM), for inactives: at the highest dose growth rescue (activation), usual class: activators; 370,000 compounds, 0.14% hits; note: potency is the fitted concentration of half-maximal effect; % of control where 0% means no effect; nearly all actives have a fitted effect of over 65% in size
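Screening used galactose-induced yeast with toxic alpha-synuclein levels, exposed to compound for 24 hr at 30 deg C. Cell growth, read with BacTiter-Glo luminescence, gave the measured signal.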
FUS suppressor = suppressors of FUS proteinopathy in yeast | Potency, µM (highest dose often 76.6 µM), without a hit: top-dose growth rescue (activation), most hits filed as activators | 390,000 compounds, 0.24% hits | AID 1347120 | S. cerevisiae FUS-expressing, growth rescue, OD600, 24 h;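 note: potency is the fitted concentration of half-maximal effect; plate controls were DMSO vehicle for no effect and reference control for full effect; nearly all actives have a fitted effect of over 55% in size; some results filed as inactive show a strong effect at the top dose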
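Absorbance at 600 nm, taken 24hr after compound addition, measured rescue of FUS-yeast growth at 30C. Induction used 2% galactose with seeding at OD 0.005. Controls: CP55940 from 92uM final, DMSO only.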
PI5P4K alpha inh = blocks human PI5P4K alpha kinase activity | P48426 | PI5P4Kalpha enzyme, ADP-Glo luminescence, 60 min; stronger effect = lower value | max response, % | 330,000 compounds, 1.2% hits; active = max response of -50% or lower; inconclusive = between -30% and -50%; inactive = -30% or higher; note: value at the top dose of about 77 µM; % is set by controls: 0 for no effect and ±100 for the full control effect
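PI5P4Kalpha ADP-Glo assay; 5 microM ATP final; 60 min RT reaction; HEPES pH 7.4/EGTA/CHAPS, 5% DMSO; controls lacking substrate or enzyme; luminescent end-point.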
WRN helicase inh = inhibitors of human WRN helicase | Q14191 | WRN helicase unwinding, fluorescent forked duplex, kinetic | Potency, µM (titrated, usually from 114 µM), inactives show at the highest dose activity change, negative = inhibition, hits mostly inhibitors | 360,000 compounds, 0.46% hits; note: potency is the fitted concentration of half-maximal effect; % is set by controls: 0 for no effect and ±100 for the full control effect; nearly all actives have a fitted effect of over 55% in size
Target sequence (Q14191 whole entry, looked up): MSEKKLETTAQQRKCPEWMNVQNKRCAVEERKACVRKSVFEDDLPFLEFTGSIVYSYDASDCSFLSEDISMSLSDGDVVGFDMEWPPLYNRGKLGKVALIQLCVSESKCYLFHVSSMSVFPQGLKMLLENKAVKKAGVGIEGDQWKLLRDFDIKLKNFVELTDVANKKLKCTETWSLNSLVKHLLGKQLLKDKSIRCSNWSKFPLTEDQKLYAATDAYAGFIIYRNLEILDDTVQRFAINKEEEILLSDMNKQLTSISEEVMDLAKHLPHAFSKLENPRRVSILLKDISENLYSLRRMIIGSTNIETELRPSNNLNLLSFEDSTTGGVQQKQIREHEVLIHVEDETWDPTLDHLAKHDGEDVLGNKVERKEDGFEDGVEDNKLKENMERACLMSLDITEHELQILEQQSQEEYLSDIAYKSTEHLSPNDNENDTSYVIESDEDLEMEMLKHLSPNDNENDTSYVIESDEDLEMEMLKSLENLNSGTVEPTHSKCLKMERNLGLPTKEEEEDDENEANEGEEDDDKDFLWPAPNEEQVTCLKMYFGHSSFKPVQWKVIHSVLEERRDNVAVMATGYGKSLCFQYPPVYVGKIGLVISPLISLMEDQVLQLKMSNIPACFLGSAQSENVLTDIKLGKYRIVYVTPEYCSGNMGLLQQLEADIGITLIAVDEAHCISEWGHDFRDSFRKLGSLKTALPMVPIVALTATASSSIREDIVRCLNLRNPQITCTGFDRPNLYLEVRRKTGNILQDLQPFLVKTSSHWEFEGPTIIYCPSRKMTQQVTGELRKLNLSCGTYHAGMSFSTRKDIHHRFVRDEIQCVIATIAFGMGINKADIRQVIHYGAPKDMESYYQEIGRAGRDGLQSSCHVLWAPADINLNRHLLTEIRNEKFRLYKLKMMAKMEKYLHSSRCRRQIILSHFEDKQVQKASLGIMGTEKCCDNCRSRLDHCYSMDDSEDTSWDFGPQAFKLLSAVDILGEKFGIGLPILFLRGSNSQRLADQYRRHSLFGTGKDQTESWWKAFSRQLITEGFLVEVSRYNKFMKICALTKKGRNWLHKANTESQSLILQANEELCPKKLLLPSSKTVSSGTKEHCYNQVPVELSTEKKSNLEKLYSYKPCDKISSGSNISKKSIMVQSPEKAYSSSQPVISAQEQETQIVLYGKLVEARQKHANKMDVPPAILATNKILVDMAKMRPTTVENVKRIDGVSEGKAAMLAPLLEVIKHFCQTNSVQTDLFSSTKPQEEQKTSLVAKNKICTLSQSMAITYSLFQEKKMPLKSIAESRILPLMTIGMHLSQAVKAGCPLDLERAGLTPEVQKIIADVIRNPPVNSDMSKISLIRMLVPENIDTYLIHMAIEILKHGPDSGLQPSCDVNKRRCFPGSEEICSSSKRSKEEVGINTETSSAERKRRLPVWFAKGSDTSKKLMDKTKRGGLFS
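Fluorescence dequenching readout, ex 525 nm/em 598 nm, kinetic mode: forked duplex DNA (100 nM final) with adjacent fluorophore and quencher unwound by WRN (20 nM final) with 2 mM ATP. Compound preincubation 15 min, room temperature.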
EPAC1 antagonist = EPAC1 (human) antagonism; O95398; AID 720709; 360,000 compounds, 0.14% hits; Potency, µM (series often up to 115 µM), inactives show at the highest dose activity change, negative = inhibition, actives largely listed as inhibitors; EPAC1 GEF assay, Rap1b-BODIPY-GDP exchange fluorescence;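 note: potency is the fitted concentration of half-maximal effect; plate controls were vehicle for no effect and positive control for full effect; nearly all actives have a fitted effect of over 50% in size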
PLK1 PBD block = inhibitors of human PLK1 polo-box domain binding; 360,000 compounds, 2.8% hits; AID 720504; Plk1 PBD binding of FITC phosphopeptide, fluorescence polarization; Potency, µM, inactives show max response, negative = inhibition, most hits filed as inhibitors; note: potency is the fitted concentration of half-maximal effect; series mostly up to about 57 µM; % is set by controls: 0 for no effect and ±100 for the full control effect; nearly all actives have a fitted effect of over 65% in size
Abeta rescue = compounds reversing amyloid beta toxicity in yeast; Potency, µM (highest dose often 46.1 µM), inactives show at the highest dose growth rescue, most hits filed as activators; yeast expressing A-beta42, growth rescue, OD600, 48 h; response scale: 0% DMSO, 100% iron-clioquinol control; 410,000 compounds, 0.063% hits; note: potency is the fitted concentration of half-maximal effect; nearly all actives have a fitted effect of over 55% in size
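Yeast growth medium received pinned compounds, then yeast cells expressing toxic A-beta were added; plates incubated at 30 C for 48 hr. Growth read as absorbance at 600 nm, normalized to DMSO and equimolar FeCl3 plus clioquinol controls.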
EPAC1 agonist = activates human EPAC1 exchange factor; O95398; EPAC1 agonist qHTS, biochemical assay; response scale: 100% = response to 6.5 mM cAMP; Potency, µM (series often up to 154 µM), for inactives: top-dose activation, most hits filed as activators; 360,000 compounds, 0.073% hits; AID 720707; note: potency is the fitted concentration of half-maximal effect; nearly all actives have a fitted effect of over 60% in size
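Nucleotide exchange by EPAC1 (100 nM) on Rap1B–BODIPY-GDP (250 nM) in the presence of 50 uM GDP is tracked fluorescently at 480/540 nm over 30 min. Signals are normalized to a 6.5 mM cAMP control.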
IL-2 act = IL-2 activation | IL-2 activation reporter assay, cell-based qHTS; stimulated with anti-CD3/CD4/CD28 beads; in transgenic mouse T cells | activation, % (series mostly up to about 46 µM) | 360,000 compounds, 0.065% hits | AID 652025; in the data active = activation above about 50%; inconclusive = mostly about 30% to 49%; note: 0% is about no effect
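Unstimulated transgenic mouse T cells; 60-min compound exposure; bead-based TCR/CD4/CD28 stimulation; 18 h culture, 37 degrees C; dual fluorescence (EGFP, DsRed) plate cytometry.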
* = called active by the depositor; ? = inconclusive; nt = no result given; & = joins results of further samples; [ ] = dose if it differs, or a comment. Unless noted, calls come from the whole dose curve; as a rule, active = well fitted curve in the direction sought with a large enough effect; inconclusive = small, poorly fitted or top-dose-only effect, or another doubt; inactive = no such curve, though single readings can be large; an effect the other way counts as inactive or inconclusive. Random draw from the library (roughly 4.1% active in at least one column).

SMILES	aSyn yeast inh	FUS suppressor	PI5P4K alpha inh	WRN helicase inh	EPAC1 antagonist	PLK1 PBD block	Abeta rescue	EPAC1 agonist	IL-2 act
C[C@H]1NC(=O)[C@@]2(C)[C@H](c3ccccc3)[C@H]3COc4ccccc4[C@@H]3N2C1=O	0%	7%	12	-3%	-18%	-4%	7%	3%	0.5
CCC(=O)N1CCc2cc(S(=O)(=O)N3CCCCC3CC)ccc21 (configuration not stated)	-5%	3%	1	5%	11%	-18%	-1%	2%	-2.6
O=C(OC1C2CCC1C1CN(CCc3ccccc3)CC12)c1ccccc1 (configuration not stated)	2%	nt	5	-6%	1%	2%	7%	-3%	-4.8
C=CCC(=O)N(CC)CC1CCCN(CCc2cccc(F)c2)C1 (configuration not stated)	3%	-29%	-2	6%	13%	6%	10%	-2%	1.7
COc1ccc(C2C(C(=O)c3ccccc3)N3c4ccccc4C=CC3C2[N+](=O)[O-])cc1 (configuration not stated)	8%	37%	-14	9%	-26%	43%[activator]	-5%	-24%	4.6
Cc1ccc(S(=O)(=O)NCC(C)n2nc(C)nc2C)cc1 (configuration not stated)	2%	-4%	0	-2%	2%	-4%	2%	8%	-0.4
COc1cccc2sc(NNC(=O)C3=COCCO3)nc12	0%	2%	9	-10%	-6%	-17%	0%	9%	0.4
C1=C(CCNc2ncnc3nc[nH]c23)CCCC1	4%	6%	-3	7%	2%	2%	-2%	-7%	-1.3
CC1(C)Cc2c(c(-c3ccccc3)nc3sc4c(=O)[nH]c(=S)[nH]c4c23)CO1	-1%	-14%	0	-4%	5%	?	-3%	-2%	-3.9
COc1ccc(S(=O)CC(=O)Nc2ccccc2Cl)cc1 (configuration not stated)	1%	-1%	-1	2%	-1%	?	-14%	-3%	1.3
COc1ccccc1CN1CCC(n2nccc2NC(=O)CCOc2ccccc2)CC1	-4%	3%	-4	2%	3%	0%	-3%	6%	0.6
Cc1sc(NC(=O)Cc2ccc3c(c2)OCO3)nc1-c1ccc2c(c1)CCN2C(=O)c1ccccc1F	-8%	14%	2	4%	-8%	-6%	0%	7%	-1.0
COC(=O)[C@H](Cc1ccccc1)NC(=O)NCCc1ccccc1F	9%	-22%	-4	2%	14%	3%	-5%	1%	-3.1
CN(C)[C@H]1N(C(=O)c2ccc(Br)cc2)N=C2c3ccccc3S(=O)(=O)N21	-3%	2%	0	6%	5%	-3%	10%	-5%	0.4
COc1ccccc1NC(=S)N1CCN(C(=O)c2ccco2)CC1	6%	nt	14	-6%	-16%	-10%	21%	-7%	-0.3
Cn1c(Cl)c(/C=N/OC(=O)c2cccc(Cl)c2)c2ccccc21	-2%	-20%	4	1%	1%	1%	20%	21%	-0.2
O=C(Nc1cccc(Cl)c1)N1CCC(CO)(CCOc2ccccc2)CC1	18%	20%	13	5%	-9%	-14%	11%	10%	-3.4
CNC(=S)Nc1ccccc1-c1ccccc1	0%	nt	2	0%	-7%	?	8%	-3%	0.3
Cc1cc2nc(-c3ccc[nH]c3=O)[nH]c2cc1C	-34%[inhibitor]	-25%	-20	6%	3%	-9%	-75%[inhibitor]	2%	-1.4
O=C(Nc1c(Br)cc2c(c1Br)Cc1ccccc1-2)C(F)(F)F	-25%	nt	-18	-11%	-14%	-2%	3%	-7%	-6.0
Cc1ccc(S(=O)(=O)N2CCN(C(=O)COC(=O)CCOc3ccccc3)CC2)c(C)c1	23%	?	-1	-15%	-21%	-3%	14%	-11%	-0.6
O=C(C1CC(=O)N(C2CCCC2)C1)N1CCN(c2ccccc2F)CC1 (configuration not stated)	-6%	-13%	0	-3%	-15%	3%	-29%	-9%	-2.3
CCOc1ccc(C(C)NC(=O)CN2C(=O)NC3(CCCCC3)C2=O)cc1OCC (configuration not stated)	1%	-2%	-1	-3%	-1%	0%	13%	7%	0.9
CCCN(CC(=O)Nc1ccccc1C)C(=O)c1ccc2ccccc2n1	6%	36%	5	-5%	16%	0%	-1%	-8%	-1.1
CCN(CC)C(=O)C1=C(C)N(CCC2=CCCCC2)C(=O)C(CC(=O)NCc2cccc3ccccc23)C1 (configuration not stated)	0%	?	3	0%	-16%	1%	-4%	-14%	-2.8
Cc1ccc(C(=O)Nc2ccc3c(c2)OCO3)cc1NC(=O)c1ccco1	0%	-11%	1	-7%	1%	3%	11%	-2%	1.1
O=C1/C(=C/c2cccc(Cl)c2)CSc2sccc21	7%	7%	4	1%	-4%	5%	19%	0%	-5.0
Nc1nc(-c2cc(Cl)cc(Cl)c2OC(F)F)cs1	2%	-23%	13	2%	-13%	-4%	-4%	4%	-0.8
CCOC(=O)c1ccc(N=c2sc(C(=O)OC)cc(=O)n2C2CC2)cc1	-9%	-4%	3	6%	4%	-4%	-1%	-2%	0.6
CCC(C(=O)NC1CCCCC1)N(Cc1cccs1)C(=O)c1snc(C(N)=O)c1N (configuration not stated)	6%	8%	1	9%	18%	5%	1%	0%	0.9
O=C(CN1C(=O)NC2(CCCCCC2)C1=O)NCCc1ccc(F)cc1	2%[1.84 µM]	4%	-2	2%	16%	2%	9%	2%	1.9
Cc1ccc(CNC(=O)C2CC=CCC2C(=O)O)cc1 (configuration not stated)	3%	-16%	-4	-1%	-20%	-8%	-2%	-1%	-0.2
Cc1ccc(/C=N/NC(=O)CSc2nnc(-c3ccc(Cl)cc3)n2-c2ccc(Cl)cc2)o1	1%	43%	-1	-34%[57.1 µM]	-20%	-9%	8%	7%	-1.1
CC1CC(=O)NN1C(=O)c1ccccc1 (configuration not stated)	-4%	18%	2	1%	-6%	-12%	20%	9%	0.7
O=C(CSc1nnnn1-c1cccc2ccccc12)N1CCOCC1	-4%	8%	2	2%	6%	-7%	10%	-10%	-2.3
CN(C)c1ccc2c(=O)c3ccccc3oc2n1	?	3%	7	-4%	-7%	-1%	-17%	3%	0.6
CC(C)=CCN1CCN(Cc2cnc(N3CCCC3)s2)CC1CCO (configuration not stated)	8%	-20%	3	5%	6%	-7%	6%	-2%	-4.3
CCc1nnc(NC(=O)c2ccc3c(=O)n4c(nc3c2)CCCCC4)s1	4%	4%	-23	-2%	-9%	-4%	1%	7%	1.9
CC1CCCCN1Cc1c(C#N)c2ccccc2n1C (configuration not stated)	1%	13%	-4	-3%	-1%	1%	15%	-5%	-0.1
CC(C)NC(=O)COC(=O)c1ccccc1C(=O)c1ccccc1	12%	-36%	7	-8%	9%	0%	16%	-6%	-0.1
CN(CC(=O)Nc1ccc(F)cc1)C(=O)C1CCN(C(=O)Nc2ccccc2)CC1	4%	-8%	6	0%	-17%	-4%	-9%	8%	0.3
O=C(CSc1nc(=O)n2ccccc2n1)NCCc1ccccc1	0%	-5%	6	-7%	-7%	-5%	0%	0%	1.6
CCc1nnc(NC(=O)CCC(=O)NCc2ccc(OC)cc2)s1	4%	3%	-4	9%	7%	5%	0%	0%	-3.9
Cc1nnc(SCC(=O)Nc2ccccc2F)n1-c1ccc(F)cc1	0%	-34%	6	-1%	18%	-9%	-11%	-16%	0.1
Cc1ccc(CNC(=O)c2sccc2-n2cccc2)cc1	19%	2%	1	-10%	-11%	-2%	-40%[inhibitor]	6%	-0.6
C=CCOc1cccc(C(=O)/C=C2/C(=O)Nc3ccccc32)c1	3%	-3%	5	-5%	0%	?	?	16%	-3.8
CCOC(=O)[C@]12CCCC=C1N(CCC1=CCCCC1)C(=O)[C@H](CC(=O)NCc1ccc(C)o1)C2	-1%	?	?	-9%	-21%	-8%	-3%	-1%	-0.4
CCOC(=O)C1=C(N)Oc2cc(O)ccc2C1c1ccc(F)cc1F (configuration not stated)	1%	5%	-2	-1%	-19%	-17%	-1%	2%	-0.2

3 records drawn at random from the list so far:
SMILES	aSyn yeast inh	FUS suppressor	PI5P4K alpha inh	WRN helicase inh	EPAC1 antagonist	PLK1 PBD block	Abeta rescue	EPAC1 agonist	IL-2 act
CC1(C)Cc2c(c(-c3ccccc3)nc3sc4c(=O)[nH]c(=S)[nH]c4c23)CO1	-1%	-14%	0	-4%	5%	?	-3%	-2%	-3.9
CN(C)[C@H]1N(C(=O)c2ccc(Br)cc2)N=C2c3ccccc3S(=O)(=O)N21	-3%	2%	0	6%	5%	-3%	10%	-5%	0.4
O=C(Nc1c(Br)cc2c(c1Br)Cc1ccccc1-2)C(F)(F)F	-25%	nt	-18	-11%	-14%	-2%	3%	-7%	-6.0

Remaining list, next part.
SMILES	aSyn yeast inh	FUS suppressor	PI5P4K alpha inh	WRN helicase inh	EPAC1 antagonist	PLK1 PBD block	Abeta rescue	EPAC1 agonist	IL-2 act
O=S(=O)(/C=C/c1ccccc1)N1CCN(c2cccc(Cl)c2)CC1	9%	?	nt	-9%	-27%	-7%	-2%	15%	-0.1
CCCC1C(=O)N(c2ccccc2)C1c1ccccc1 (configuration not stated)	-7%	-1%	11	-10%	-1%	0%	-2%	1%	0.6
CC(=O)N/C(=C\c1ccccc1)C(=O)N1CCOCC1	-2%	5%	-22	-10%	-13%	-2%	-16%	1%	2.2
O=C(c1[nH]ncc1-c1ccc(Cl)cc1)C1CO1 (configuration not stated)	-3%	12%	0	1%[11.6 µM]	-14%	-26%	-7%	5%	-7.6
O=C(c1cc(-c2ccc(O)cc2)on1)N1CCCC1	?	26%	3	4%	-28%	-2%	4%	-3%	1.6
COC(=O)c1ccccc1S(=O)(=O)N1CCC(C(=O)OCc2cccc(OC)c2OC)CC1	6%	16%	4	-4%	-6%	0%	1%	8%	-3.6
CCCCN1C(=O)C(C)=C(C)C1OCCc1ccc(OC)c(OC)c1 (configuration not stated)	2%	-5%	4	-4%	9%	2%	14%	-7%	0.6
CCc1ccc(NS(=O)(=O)c2ccc3[nH]cc(C(=O)N(C)Cc4ccco4)c(=O)c3c2)cc1	8%	?	nt	-19%[57.1 µM]	-12%	-13%	3%&20%	1%	0.5
Fc1ccc(-c2n[nH]c(=S)n2-c2ccc3c(c2)OCCO3)cc1	2%	-23%	-16	4%	-13%	-29%	2%	-4%	-3.3

Screening data as filed in PubChem.
